# Screens: PubChem BioAssay, National Center for Advancing Translational Sciences (NCATS)
# L3MBTL1 block = L3MBTL1 (human) inhibition | Q9Y468 | AlphaScreen L3MBTL1–H3K9me1 peptide binding | Potency, µM (doses to about 57.1 µM), inactives show top-dose activity, negative = inhibition, actives largely listed as inhibitors | actives 0.66% (n = 230,000) | AID 485360; active = well fitted inhibition curve with a large enough effect; inconclusive = small, poorly fitted or top-dose-only effect; inactive = no such curve, though single readings can be large or run the other way; note: nearly all actives have a fitted effect of over 60% in size
# Target sequence (Q9Y468 whole entry, looked up): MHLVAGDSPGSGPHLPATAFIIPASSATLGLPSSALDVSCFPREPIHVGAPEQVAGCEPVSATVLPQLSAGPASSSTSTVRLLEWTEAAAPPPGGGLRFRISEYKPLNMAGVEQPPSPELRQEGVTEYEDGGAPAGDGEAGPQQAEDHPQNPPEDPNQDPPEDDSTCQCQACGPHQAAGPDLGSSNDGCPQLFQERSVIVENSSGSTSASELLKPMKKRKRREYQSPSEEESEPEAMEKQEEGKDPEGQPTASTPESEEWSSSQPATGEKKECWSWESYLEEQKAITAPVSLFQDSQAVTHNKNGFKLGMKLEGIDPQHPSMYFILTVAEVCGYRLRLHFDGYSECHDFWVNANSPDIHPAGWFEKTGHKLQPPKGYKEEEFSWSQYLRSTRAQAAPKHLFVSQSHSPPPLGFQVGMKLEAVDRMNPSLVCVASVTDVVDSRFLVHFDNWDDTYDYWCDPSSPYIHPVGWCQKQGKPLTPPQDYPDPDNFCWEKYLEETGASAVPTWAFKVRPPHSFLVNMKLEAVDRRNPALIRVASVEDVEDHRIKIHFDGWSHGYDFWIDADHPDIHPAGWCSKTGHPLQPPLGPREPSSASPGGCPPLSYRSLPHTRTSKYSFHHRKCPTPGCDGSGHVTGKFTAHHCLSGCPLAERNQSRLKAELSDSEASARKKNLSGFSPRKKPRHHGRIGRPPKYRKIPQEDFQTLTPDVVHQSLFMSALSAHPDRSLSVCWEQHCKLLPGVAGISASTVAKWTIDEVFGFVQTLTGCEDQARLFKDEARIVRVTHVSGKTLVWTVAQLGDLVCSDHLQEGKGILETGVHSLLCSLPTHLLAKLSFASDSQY
#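 AlphaScreen proximity signal between nickel-chelate acceptor and streptavidin donor beads (final 10 ug/mL) reports binding of 50 nM L3MBTL1 to 75 nM biotin-H3 K9me1 peptide; complex incubated with compounds 30 min at room temperature; cefsulodin titration as control.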
# The depositor's hits bear a star; ? = inconclusive; [ ] = another dose, or the depositor's remark. % is set by controls: 0 for no effect and ±100 for the full control effect; potency is the fitted concentration of half-maximal effect. An excerpt. The share of hits here may be higher or lower than overall.
L3MBTL1 block	Molecule
2%[2.29 µM]	CCCn1c(C(O)c2ccc(OC)c(OC)c2)nc2ccccc21 (centres undefined)
-2%	Cc1ccc(C(=O)OCC(=O)Nc2ccc(N3CCOCC3)cc2)cc1
2%	CC(=O)c1cccc(NC(=O)c2c(-c3c(F)cccc3Cl)noc2C)c1
0%	CCN1C(=O)[C@H]2[C@@H](c3ccc(-c4ccc(Cl)c(Cl)c4)c(OC)c3)N3CCCC[C@@]3(C(=O)OC)[C@H]2C1=O
3%	CCN(C(=O)/C=C/c1ccccc1)C1CCCCC1
-3%	COc1ccccc1N(C)S(=O)(=O)c1ccc(C(=O)Nc2ncc(C)s2)cc1
1%	CC(C)n1ncc2c(C(=O)N3CCN(Cc4ccc(Br)s4)CC3)cc(C3CC3)nc21
5%	CCOC(=O)CN(C(=O)COC(=O)C1(c2ccccc2)CC1)c1ccc(F)cc1

# Gathered by group: the entries above with a Cl atom.
L3MBTL1 block	Molecule
2%	CC(=O)c1cccc(NC(=O)c2c(-c3c(F)cccc3Cl)noc2C)c1
0%	CCN1C(=O)[C@H]2[C@@H](c3ccc(-c4ccc(Cl)c(Cl)c4)c(OC)c3)N3CCCC[C@@]3(C(=O)OC)[C@H]2C1=O

# Ordered by value in L3MBTL1 block (falling): 3 from the list above
L3MBTL1 block	Molecule
5%	CCOC(=O)CN(C(=O)COC(=O)C1(c2ccccc2)CC1)c1ccc(F)cc1
1%	CC(C)n1ncc2c(C(=O)N3CCN(Cc4ccc(Br)s4)CC3)cc(C3CC3)nc21
-3%	COc1ccccc1N(C)S(=O)(=O)c1ccc(C(=O)Nc2ncc(C)s2)cc1

# Next compounds
L3MBTL1 block	Molecule
0%	C=CC[C@H](CC(=O)NCCO)C(=O)N[C@@H](C)COC(=O)[C@H](CC=C)CC(=O)OC(C)(C)C
-11%	CCCOc1ccccc1OCC(=O)Nc1cccc(S(=O)(=O)NC2=NCCC2)c1
-14%	NC(=S)N/N=C/c1c[nH]c2ccc(OCc3ccccc3)cc12
-3%	CC(C)(C)N(Cc1ccccc1)C(=O)COC(=O)C1CC1
1%	Cc1cccc(NC(=O)CNC(=O)CN2C(=O)NC3(CCc4ccccc43)C2=O)c1C (centres undefined)
6%	Cc1cc(Cl)c2oc(C(=O)N(CCO)Cc3ccccc3)c(C)c2c1
7%	COc1ccc(N(Cc2cc(=O)[nH]c3ccccc23)C(=O)CCl)cc1
0%	CC1CCN(C(=O)CCC(=O)N2CC(C)Oc3ccccc32)CC1 (centres undefined)
3%	CCC(C)N(C(=O)CSc1nnc(-c2ccco2)n1C)C1CCS(=O)(=O)C1 (centres undefined)
-2%	O=C(Cn1cnc2c(NCc3ccccc3)ncnc21)N1CCN(c2ccccn2)CC1
-1%	CC(=O)N1CCN(c2ccc(NCc3cccc(C)c3)cc2)CC1
6%	COc1ccc(C2=NN(C(=O)CCC(=O)O)C(c3ccc(Br)cc3)C2)cc1 (centres undefined)
3%	COc1ccc(C(=O)NC(C)CCCC(C)(C)O)cc1OC1CCN(C(C)=O)CC1 (centres undefined)
3%	CCCCn1c(N)c(N(CC(C)C)C(=O)c2cc(Cl)nc3ccccc23)c(=O)[nH]c1=O
4%	O=C(CSc1nnc(NC2CC2)s1)NN1C(=O)NC2(CCCCC2)C1=O
3%	O=c1[nH]c(/C=C\c2cccc(O)c2)nc(O)c1[N+](=O)[O-]
3%	O=C1CCN(S(=O)(=O)c2cc(C(F)(F)F)ccc2Cl)CC1
3%	C=CCC[C@@H](Cc1ccc(F)cc1)C(=O)OCCNC(=O)[C@@H](CC=C)CC(=O)N(CCO)Cc1ccccc1
0%	C[C@H]1CN([C@@H](C)CO)C(=O)Cc2cc(NS(=O)(=O)c3cn(C)cn3)ccc2O[C@@H]1CN(C)C(=O)Nc1ccc(F)cc1
-3%	CN(C(=O)c1ccc(N2CCOCC2)c([N+](=O)[O-])c1)C1CCCCC1
-4%	CCC(C)CCN1C(Nc2ccccc2)=NC[C@@H]1C (some centres undefined)
1%	CCCCN(C(=O)c1cc2c(s1)CCCC2)c1c(N)n(CCC)c(=O)[nH]c1=O
8%[2.29 µM]	COc1ccccc1/C=N/N1CCN(c2ccc(Cl)cc2)CC1
-5%	COc1ccc(OCCCCn2c(CO)nc3ccccc32)cc1
-1%	O=C(COc1ccccc1Br)N1CCN(C(=O)c2cccs2)CC1
39%[activator]	COc1ccc(-c2nc3ccccc3nc2-c2ccccc2)cc1OC
-9%	COc1cc(C(=O)OCC(=O)Nc2cc(S(=O)(=O)N3CCOCC3)ccc2C)ccc1OCC(C)C
0%	CCCNC(=O)c1ccc(-c2nn(C)c(=O)c3ccccc23)cc1
79%[activator]	Cc1ccc(NC(=O)C2COc3ccccc3O2)cc1 (centres undefined)
3%	Cc1ccc(CNC(=O)C2CCCN2C(=O)Nc2ccc(F)cc2)cc1 (centres undefined)
-3%	Cc1ccc2c(=O)n3c(nc2c1)C(Cc1ccccc1)NC(=O)c1cc(Cl)ccc1-3 (centres undefined)
-7%	COc1ccc(-c2nn(-c3ccccc3)cc2C(=O)NC(=S)N2CCOCC2)cc1OC
-13%	C#CCOCCOCCOCCNc1nc(N2CCN(C(=O)CCCCCCCCCCNC(=O)[C@H]([C@@H](C)CC)n3cc(CCCCN=C(N)N)nn3)CC2)nc(N2CCN(C(=O)CCCCCCCCCCNC(=O)[C@H](CCCCN)n3cc(C[C@@H](C)CC)nn3)CC2)n1
4%	Cn1cnc2c1c(=O)n(Cc1cccc(F)c1)c(=O)n2C
11%	C=CC(COCc1ccccc1)N([C@@H](Cc1ccccc1)C(=O)OC)S(=O)(=O)c1ccccc1Br (some centres undefined)
-6%	Cc1cc(OCC(=O)OC(C)C(=O)Nc2ccc(N3CCOCC3)cc2)ccc1Cl (centres undefined)
-6%	COc1ccc(C(CNC(=O)c2cccc(S(=O)(=O)Nc3ccc(F)cc3)c2)N(C)C)cc1 (centres undefined)
-5%	COc1ccc(CNC(=O)COC(=O)[C@@H]2CCCN2C(=O)c2cccs2)cc1
?	O=C(CCNC(=O)c1ccc(Br)cc1)Nc1cccc(S(=O)(=O)N2CCCC2)c1
-1%	CC[C@]12c3[nH]c4ccc(OC)cc4c3CCN1C(=O)C(CC(=O)NCCN1CCOCC1)C[C@@H]2C(=O)N1CCN(C(=O)C2CC2)CC1 (some centres undefined)
0%	Cc1ccsc1CN(C)C(=O)c1cc(S(=O)(=O)N2CCOCC2)ccc1N1CCCC1
5%	O=C(CC1C[C@H](C(=O)N2CCOCC2)[C@@]2(CCC3CCCC3)c3[nH]c4ccccc4c3CCN2C1=O)NCC12CC3CC(CC(C3)C1)C2 (some centres undefined)
-3%	CCCN(CC(=O)Nc1ccccc1C)C(=O)CCN1C(=O)c2cccc([N+](=O)[O-])c2C1=O
-4%	Cc1c(S(=O)(=O)Nc2cccc3ccccc23)c(=O)n(C)c(=O)n1C
-4%	COc1cccc(NC(=O)CN(C)C(=O)c2ccc3c(c2)CC(c2ccccc2)OC3=O)c1 (centres undefined)
-12%	COc1ccc(CNC(=O)c2ccccc2SCC(=O)N2CCCC2)cc1OC
-13%	CC(C)(C)C(=O)NC1CC2CCCC(C1)N2C(=O)Nc1ccccc1 (centres undefined)
0%	CSCCC(=O)N1CCCC(N(C)CCc2ccccc2)C1 (centres undefined)
0%	Cn1cc(S(=O)(=O)N2CCOCC2)cc1C(=O)NCc1ccc(Cl)cc1
0%	N#CC1(NC(=O)COC(=O)C2=COCCO2)CCCCC1
3%	COc1ccccc1C(=O)NNc1ncc(C)s1
4%	N#CCCn1nc(-c2ccccc2)c2ccccc2c1=O
-6%	CN1CCC(N(C)C(=O)COc2ccccc2Cl)CC1
3.2µM*	O=S(=O)(c1cc(O)ccc1O)c1cccc2c(S(=O)(=O)c3cc(O)ccc3O)cccc12
-7%	COc1ccc(C)cc1NC(=O)COC(=O)C1COc2ccccc2O1 (centres undefined)
-1%	CCc1ccccc1NC(=O)CNC(=O)c1ccccc1OCc1c(C)noc1C

# Remaining list, next part.
L3MBTL1 block	Molecule
-3%	O=C(Nc1ccc(Cn2ccnc2)cc1)c1cccc(C(F)(F)F)c1
4%	CNC(=O)N1c2ccccc2C=Cc2ccccc21
1%	Cc1ccc(N(CC(=O)N2CCc3ccccc3C2)S(C)(=O)=O)cc1
-4%	CC(C)Sc1nnc(SCC(=O)NCCCN2CCCC2=O)s1
-11%	O=C(COc1ccc(F)cc1Br)NCC1(N2CCCCC2)CCCCC1
2%	CC1(c2ccccc2)NC(=O)N(CC(=O)Nc2ccc(S(=O)(=O)Nc3ncccn3)cc2)C1=O (centres undefined)
-2%	Cc1ccc2c(COC(=O)CNC(=O)c3ccco3)cc(=O)oc2c1C
-2%	CCCCN1C(=N)N([C@@H](CCC)CN2CCC[C@H]2CN2C(N)=NC[C@H]2CC(C)C)C[C@H]1Cc1ccccc1
1%	O=C(COc1ccc(Br)cc1)OCC(=O)N1CCOCC1
7%	Cc1ccc2nc3n(c(=O)c2c1)-c1ccc(Cl)cc1C(=O)NC3CC(C)C (centres undefined)
-6%	CSCCC(NC(=O)c1ccccc1)C(=O)Nc1ccncc1 (centres undefined)
5%	O=C(c1ccc(NC(=O)C(c2ccccc2)c2ccccc2)cc1)c1ccc(C(=O)O)c(C(=O)O)c1
-5%	O=C(c1ccccc1Cl)N1CCN(Cc2ccc3c(c2)OCO3)CC1
2%	Cc1cc(C)c(S(=O)(=O)N2CCN(C(=O)c3cc4ccccc4o3)CC2)c(C)c1
1%	O=C(Cc1cccs1)NCCS(=O)(=O)N1CCN(c2ccccc2F)CC1
1%	COc1ccc(C(=O)Nc2cc(Cl)ccc2N2CCOCC2)cc1S(=O)(=O)N1CCOCC1
0%	O=C(CCC(=O)c1ccc(Oc2ccccc2)cc1)Nc1ccc(C(=O)O)cc1
9%	COc1cc(OC)cc(-c2oc(=O)c3cc(OC)c(OC)cc3c2C(F)(F)F)c1
0%	CCOC(=O)C1=C(C)NC(=O)NC1c1c(OC)ccc2ccccc12 (centres undefined)
-6%	C=CC[C@H](CC(=O)N(CCO)Cc1ccccc1)C(=O)N[C@H](COC(=O)[C@H](CC=C)CC(=O)OC(C)(C)C)Cc1c[nH]c2ccccc12
-4%	Cc1cccc(N2C(=O)N3[C@H](c4ccc(F)cc4)[C@@H]4C(=O)N(C5CCCCC5)C(=O)[C@@H]4[C@]3(Cc3ccc(Cl)cc3)C2=O)c1
-3%	Cc1ccc(S(=O)(=O)N2CCOCC2)cc1NC(=O)COC(=O)/C=C/c1ccco1
5%	COc1ccc(OC)c(C(=O)c2coc3ccc(O)c(CN(C)C)c23)c1
-4%	CC1CCCCC1NC(=O)CNC(=O)c1cccs1 (centres undefined)

# Continued, overlapping the part above by 5 compounds.
L3MBTL1 block	Molecule
-6%	C=CC[C@H](CC(=O)N(CCO)Cc1ccccc1)C(=O)N[C@H](COC(=O)[C@H](CC=C)CC(=O)OC(C)(C)C)Cc1c[nH]c2ccccc12
-4%	Cc1cccc(N2C(=O)N3[C@H](c4ccc(F)cc4)[C@@H]4C(=O)N(C5CCCCC5)C(=O)[C@@H]4[C@]3(Cc3ccc(Cl)cc3)C2=O)c1
-3%	Cc1ccc(S(=O)(=O)N2CCOCC2)cc1NC(=O)COC(=O)/C=C/c1ccco1
5%	COc1ccc(OC)c(C(=O)c2coc3ccc(O)c(CN(C)C)c23)c1
-4%	CC1CCCCC1NC(=O)CNC(=O)c1cccs1 (centres undefined)
12%	O=C(c1cccs1)N1CCN(c2cc(Cl)ccc2Cl)CC1
0%	Cc1cc(C)c(C)c(S(=O)(=O)N2CCSCC2)c1C
-3%	CC(C)CCn1c(N2CCCC2)nc2c1c(=O)n(C)c(=O)n2C
-1%	CCCN(C(=O)c1cccs1)c1c(N)n(Cc2ccccc2)c(=O)[nH]c1=O
-14%	CCc1noc(C)c1C(=O)N(C)CC(=O)Nc1ccccc1C(F)(F)F
3%	C[C@@H]1COC(=O)[C@H](Cc2ccc(F)cc2)C/C=C\C[C@@H](CC(=O)NCCO)C(=O)N1
4%	CCCn1c(N)c(C(=O)CSc2nnc3n2CCCCC3)c(=O)n(C)c1=O
-2%	CCc1ccc(Nc2nc(C)cc(C)c2C(N)=O)cc1
8%	COc1ccc(NC(=O)N(C)C[C@H]2Oc3ccc(NC(=O)CCN4CCOCC4)cc3C(=O)N([C@H](C)CO)C[C@@H]2C)cc1
-7%	CC(=O)N1CCN(C(=O)COC(=O)COc2ccc(C#N)cc2)CC1
2%	CC(=O)Nc1cccc(C(=O)OC(C)C(=O)N2CCc3ccccc32)c1 (centres undefined)
-1%	C[C@@H]1COC(=O)[C@H](CC(=O)OC(C)(C)C)C/C=C\C[C@H](CC(=O)N(CCO)Cc2ccccc2)C(=O)N1
10%	Nc1c(N(Cc2ccco2)C(=O)COc2ccccc2)c(=O)[nH]c(=O)n1Cc1ccccc1
-4%	O=[N+]([O-])c1ccc2c(c1)nnn2-c1ccccc1
-3%	COc1ccc(NC(=O)N(C)C[C@@H]2Oc3ccc(NC(=O)NC(C)C)cc3CC(=O)N([C@H](C)CO)C[C@@H]2C)cc1
4%	COc1ccc(-c2noc3c2-c2nc(-c4c(F)cccc4F)sc2CC3)cc1
-4%	COc1ccccc1NC(=S)N1CCN(c2cccc(C)c2C)CC1
6%	CCOC(=O)C(CC)n1cnc2c(nnn2-c2ccc(F)cc2)c1=O (centres undefined)
-10%	CCOc1cc(C(=S)N2CCOCC2)ccc1OS(=O)(=O)c1ccc(C)cc1
-7%	CCCn1c(NC(=O)CSCC(=O)Nc2cc(C)on2)nc2ccccc21
-1%	Cc1sc2ncnc(N3CCC(C(=O)NNC(=O)COc4ccc(Br)cc4)CC3)c2c1C
-4%	CCN(CC)S(=O)(=O)c1cc(NC(=O)C2CC(=O)N(Cc3ccccc3)C2)ccc1Cl (centres undefined)
33%[activator]	CCOc1ccccc1CNC(c1ccccc1)c1ccccc1
